# Compound activity as filed in PubChem.
# A3G deaminase = APOBEC3G (human) deaminase inhibition. AID 493012. recombinant A3G, ssDNA deamination FAM/TAMRA fluorescence. 330,000 tested, 0.28% active. inhibition, % at 20 µM;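 active means inhibition of at least 40% at 20 µM, with no more than 30% in the related APOBEC3A deaminase screen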;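 further: plate controls were DMSO wells with A3G for no effect and wells lacking A3G enzyme for full effect; some compounds called inactive have numbers as strong as hits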
# Target sequence (Q9HC16 whole entry, looked up): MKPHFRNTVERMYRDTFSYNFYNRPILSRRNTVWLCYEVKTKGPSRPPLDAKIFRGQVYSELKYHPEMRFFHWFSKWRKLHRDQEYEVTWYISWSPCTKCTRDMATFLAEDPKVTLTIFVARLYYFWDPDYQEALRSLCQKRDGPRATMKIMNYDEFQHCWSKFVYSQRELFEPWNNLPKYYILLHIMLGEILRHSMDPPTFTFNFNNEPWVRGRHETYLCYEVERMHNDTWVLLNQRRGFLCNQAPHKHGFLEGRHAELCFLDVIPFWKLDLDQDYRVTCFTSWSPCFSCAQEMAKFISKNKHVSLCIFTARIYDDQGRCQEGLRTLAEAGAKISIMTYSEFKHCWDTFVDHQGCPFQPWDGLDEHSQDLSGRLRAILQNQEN
# mIAP activ = increases mouse intestinal alkaline phosphatase activity | muIAP, CDP-Star luminescence, 30 min; active compounds read high; 1 = vehicle-only enzyme signal, 0 = enzyme-free wells | AID 2805 | 330,000 tested, 0.24% active | activation factor at 10 µM;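 active means activation factor of at least 2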; further: the source names both 10 and 20 µM as test concentration; values of inactives mirror those of a sister screen read the other way
#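 also added = chemiluminescent substrate CDP-Star | test system = mouse IAP enzyme | signal = chemiluminescence readout | compound = DMSO-dissolved test compounds | incubation = 30 min at room temperature | benchmarks = DMSO wells, no-enzyme wells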
# TIM10 inh = growth inhibitors of TIM10 yeast strain; S. cerevisiae TIM10 strain growth, BacTiter-Glo luminescence, 24 h; inhibition, % at 10 µM; 330,000 tested, 1.4% active; AID 463195;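 active means inhibition of 40% or more at the single tested concentration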;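 further: wild-type TIM10 isogenic control strain grown at permissive 25 °C; 0% = DMSO yeast wells and 100% = minimal medium wells without yeast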
# mIAP inh = mouse IAP inhibition; AID 2806; 330,000 tested, 0.2% active; purified mouse IAP, CDP-Star luminescence, 30 min; inhibition, % at 10 µM;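 active means inhibition of at least 40% at 10 µM in the primary screen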;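 further: plate controls were DMSO with enzyme for no effect and no enzyme wells for full effect; values of inactives mirror those of a sister screen read the other way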
# tim10-1 inh = growth inhibitors of tim10-1 mutant yeast. S. cerevisiae tim10-1 ts strain growth, BacTiter-Glo, 24 h. inhibition, % at 20 µM. 330,000 tested, 2.2% active. AID 463190;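 active means inhibition of at least 40%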;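 further: mutant grown at 25 °C; 0% = DMSO wells with yeast and 100% = wells holding no yeast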
# MIN6 prolif = MIN6 beta-cell proliferation induction; AID 2380; MIN6 cells proliferation, ATPlite luminescence, 48 h; cells starved in 0.2% serum; 100% = growth in 10% serum; proliferation, % at 10 µM; 330,000 tested, 0.29% active;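 active means compounds whose signal lies at least 3.5 SD above the mean of all wells on their plate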;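 further: 0% = DMSO-treated cells in low-serum medium and 100% = 10% serum control; some compounds called inactive have numbers as strong as hits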
# NLRP3 yeast inh = inhibitors of NALP3 inflammasome in yeast; Yeast reconstituted NLRP3/ASC/caspase-1, beta-gal luminescence, 24 h; inhibition, % at 10 µM; 330,000 tested, 0.39% active; AID 2825;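 active means inhibition of 50% or more; inactive means inhibition below 50%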;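 further: plate controls were induced DMSO wells for no effect and uninduced yeast grown without galactose for full effect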
# hIAP inh = blocks human intestinal alkaline phosphatase | P09923 | purified IAP, CDP-Star luminescence, 30 min | inhibition, % at 10 µM | 330,000 tested, 0.12% active;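 active means inhibition reaching a set limit with compound at 10 µM in the primary screen, cut at about 35% in these data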;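 further: plate controls were DMSO wells with enzyme for no effect and no-enzyme buffer wells for full effect; values of inactives mirror those of a sister screen read the other way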
# Target sequence (P09923 whole entry, looked up): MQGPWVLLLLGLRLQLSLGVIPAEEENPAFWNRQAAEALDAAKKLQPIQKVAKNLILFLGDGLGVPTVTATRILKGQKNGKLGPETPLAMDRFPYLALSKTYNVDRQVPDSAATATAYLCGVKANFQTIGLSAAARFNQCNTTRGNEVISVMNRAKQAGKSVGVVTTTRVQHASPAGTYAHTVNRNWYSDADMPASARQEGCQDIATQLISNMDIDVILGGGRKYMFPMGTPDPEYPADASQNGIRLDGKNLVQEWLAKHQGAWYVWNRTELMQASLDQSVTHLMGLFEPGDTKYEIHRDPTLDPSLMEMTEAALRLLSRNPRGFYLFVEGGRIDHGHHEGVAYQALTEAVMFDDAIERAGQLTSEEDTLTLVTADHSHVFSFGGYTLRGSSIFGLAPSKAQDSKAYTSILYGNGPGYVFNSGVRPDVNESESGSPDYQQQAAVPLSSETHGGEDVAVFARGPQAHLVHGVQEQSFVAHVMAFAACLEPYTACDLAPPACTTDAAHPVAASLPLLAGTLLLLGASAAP
# A3A deaminase = inhibitors of human APOBEC3A DNA deaminase; recombinant A3A, FAM/TAMRA ssDNA deamination fluorescence; inhibition, % at 20 µM; 330,000 tested, 0.41% active;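 active means at least 40% inhibition at 20 µM here, with at most 30% in a related deaminase screen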;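 further: plate controls were A3A with DMSO for no effect and wells lacking A3A enzyme for full effect; some results filed as inactive read as strong as hits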
# The depositor's hits bear a star.
SMILES,A3G deaminase,mIAP activ,TIM10 inh,mIAP inh,tim10-1 inh,MIN6 prolif,NLRP3 yeast inh,hIAP inh,A3A deaminase
CCOc1ccc(C(F)(F)F)cc1NC(C)=O,-5.2,0.958,-7.3,4.2,3.6,1.1,19.5,-2.9,-5.1
CCOC(=O)/C(C#N)=C1/C=CNC(=O)N1,-1.5,1.06,-4.6,-6.5,7.0,-0.5,13.4,-5.3,1.2
CC(C)CNS(=O)(=O)c1ccc(OCC(=O)NCc2ccco2)cc1,-5.4,1.03,-14.9,-3.1,10.8,1.7,-5.5,3.1,-1.7
CC(Oc1ccccc1)C(=O)NN1Cc2ccccc2C1=N (stereo not drawn),-3.8,0.962,-21.8,3.8,-16.4,-2.3,10.4,-9.2,-1.0
CCC(C)[C@H]1COCCS(=O)(=O)N1Cc1ccccc1 (stereo partly drawn),-8.9,0.901,7.1,9.9,8.3,1.2,7.2,-16.6,-2.9
COc1ccc(Cc2nc3ccc(C(=O)N(C)CCc4cnn(C)c4)cc3o2)cc1OC,-3.8,1,11.8,0.0,-5.9,-5.6,7.2,2.2,-0.3
CN(Cc1ccccc1)C(=O)c1ccccc1NC(=O)C1=CSCCO1,-0.7,0.982,-4.2,1.8,13.8,-0.4,5.9,-19.1,-3.7
Cc1c(O)ccc(/C(Cc2ccc3ccccc3n2)=N\O)c1O,-8.7,1.01,25.6,-1.0,17.2,-1.6,13.8,-0.2,0.7
COc1cc(NC(=O)CCCl)cc(-n2cnnn2)c1,-5.9,0.963,3.6,3.7,-4.1,-0.5,3.7,12.2,-3.2
C/C(=N\NC(=O)c1ccc2c(c1)OCO2)c1ccc(NS(C)(=O)=O)cc1,-2.2,1.02,-2.6,-2.2,2.4,-1.0,3.3,-68.0,-0.9
CN(CCCNC(=O)C1CCC(=O)N1Cc1ccccc1Cl)c1ccccc1 (stereo not drawn),-5.6,1.02,8.1,-2.5,12.7,-2.5,7.4,18.7,-4.5
COc1cccc(C(C(=O)NC2CCCCC2)N(C(=O)CNC(=O)c2ccco2)c2cccnc2)c1 (stereo not drawn),-7.3,1.04,11.9,-4.1,3.2,-1.8,-0.6,7.5,-2.2
CCCCOC(=O)CSC(=S)N(C)Cc1cccs1,-8.9,0.962,-4.3,3.8,1.0,-1.8,32.5,3.2,-3.7
COc1ccccc1NC(=O)COC(=O)/C=C/c1ccccc1[N+](=O)[O-],-6.9,0.894,7.4,10.6,18.6,0.0,12.6,7.1,0.6
Cc1ccc(S(=O)(=O)N2CCN(C(=O)c3cccs3)CC2)c(C)c1,-4.9,1.03,24.7,-3.1,20.2,0.8,10.9,-8.0,-3.9
CCn1nnc(NC(=O)c2ccc(-c3ccc(Cl)cc3)o2)n1,-7.0,1.09,16.0,-8.6,25.9,-0.8,3.5,3.8,1.2
CC(C)Oc1ccc(/C=N/NC(=O)C(CSCc2ccccc2)NC(=O)c2ccc([N+](=O)[O-])cc2)cc1 (stereo not drawn),2.9,0.856,9.3,14.4,14.7,-0.4,21.8,-1.3,1.7
Cc1cc(NC(=O)CN2C(=O)NC(C)(c3ccc(Cl)cc3)C2=O)no1 (stereo not drawn),25.3,0.968,5.4,3.2,3.3,1.6,18.2,2.0,3.9
O=C(CC1Nc2ccccc2NC1=O)Nc1ccc2c(c1)OCO2 (stereo not drawn),-6.3,0.942,0.2,5.8,-12.6,4.3,7.5,-5.6,-2.3
NC(=O)c1c(NC(=O)Cc2ccccc2)sc2c1CCN(Cc1ccccc1)C2,-13.4,1.1,5.5,-9.6,1.5,3.2,-4.7,-13.5,-7.3
O=C(CSc1nc(Cc2ccccc2)nc2ccccc12)Nc1ccc2c(c1)OCCO2,-1.2,1.01,-19.7,-1.5,-5.1,1.1,-9.5,23.3,1.4
Cc1nc2ccc(NC(=O)C(F)(F)F)cc2o1,-4.6,1.01,1.6,-0.6,-2.4,-0.8,7.6,21.9,-4.8
CN(C)CCCN(C(=O)c1ccc(S(=O)(=O)N2CCCCCC2)cc1)c1nc2c(F)cc(F)cc2s1,-7.7,0.963,-12.5,3.7,22.1,-5.8,14.5,0.0,-3.5
O=C1c2ccccc2C(=O)N1CCc1nc2ccccc2c(=O)n1CCCn1ccnc1,-6.2,1.1,3.0,-10.0,-6.0,-0.1,21.1,-24.3,-2.0
COc1ccccc1-c1cc(C(F)(F)F)nc(N2CCCCC2)n1,0.2,0.952,-1.4,4.8,6.2,-5.8,18.1,11.0,1.4
O=C(OCCN=C1NS(=O)(=O)c2ccccc21)C1CC(=O)N(c2ccc(Cl)cc2)C1 (stereo not drawn),-1.2,0.961,-18.1,3.9,-3.9,0.6,0.5,-6.6,-1.2
Cc1oc(-c2ccccc2F)nc1CS(=O)(=O)CC(=O)NCCCN1CCc2ccccc2C1,-4.5,0.913,-11.1,8.7,11.6,-3.2,2.6,10.5,-1.8
O=C(CNS(=O)(=O)c1ccc(Br)s1)N1CCC(N2CCCCC2)CC1,-1.8,1.04,1.4,-4.4,19.7,-0.1,15.8,-20.4,-2.8
CC(C)(C)c1cc(-c2nc(N)nc(N)n2)cc(C(C)(C)C)c1,-1.6,0.939,41.8*,6.1,51.3*,0.0,11.6,-0.9,-1.0
O=c1cc(NCc2ccccc2)c2ccccc2o1,-1.8,1.01,-7.5,-0.7,-2.7,0.6,15.8,14.7,9.1
COc1ccc(-c2cc3c(=O)n(CC(=O)NCCCN4CCC(N5CCCCC5)CC4)nc(C)n3n2)cc1,-7.7,0.938,-66.6,6.2,-10.6,-7.9,1.2,-12.3,4.7
O=S(=O)(c1ccccc1)N1CCN(C(=S)NCCc2ccccc2)CC1,-7.3,1.07,22.4,-7.3,16.6,5.0,7.8,12.1,-2.5
COc1ccc(/C(O)=C2/C(=O)C(=O)N(Cc3ccco3)C2c2cccs2)cc1 (stereo not drawn),12.4,0.885,-14.3,11.5,-11.6,-2.5,1.7,1.7,9.0
CCOc1ccc(S(=O)(=O)N2CCN=C2c2ccccc2)c(C)c1C,-5.2,1.07,-7.1,-6.7,17.6,3.2,6.2,7.4,-2.7
CCOC(=O)c1sc(=S)n(C)c1NC(=O)c1ccc(C(C)(C)C)cc1,-0.3,0.888,19.4,11.2,29.9,-3.3,14.4,0.1,-4.2
C[C@H](CO)N1C[C@H](C)[C@@H](CN(C)S(C)(=O)=O)Oc2c(NC(=O)C3CC3)cccc2C1=O,-1.3,0.936,3.5,6.4,-8.6,-1.0,17.2,-1.1,2.6
N=c1ccccn1CC(O)COc1ccccc1 (stereo not drawn),-1.5,1.02,-8.8,-1.7,-10.1,-1.2,12.4,-25.3,4.0
CCCCNc1nc(CC)c2c(c1C#N)CCCC2,7.2,1.02,8.4,-2.4,9.1,-1.8,-3.1,-9.2,5.0
CC1=C(C(=O)OC(C)C)[C@@H](c2ccc(C)o2)NC(=O)N1,-4.7,1.01,5.8,-0.8,7.4,-0.5,1.1,12.5,-1.9
O=C1CC(NC23CC4CC(CC(C4)C2)C3)C(=O)N1c1ccc2c(c1)OCO2 (stereo not drawn),0.7,1.01,-1.7,-1.2,-11.3,-0.7,6.3,12.6,-3.2
COc1ccc(/C=C2/N=C3CCCCCN3C2=O)cc1,3.9,1.1,8.5,-9.8,13.1,-2.5,-12.5,-4.5,-2.9
O=C1Nc2cc(C(=O)NCC3CCCO3)ccc2S/C1=C/c1ccccc1F (stereo not drawn),-4.6,0.944,-0.2,5.6,12.0,-4.5,13.1,3.0,-3.9
O=C(NCCc1c[nH]c2ccccc12)OCCSS(=O)(=O)O,-6.0,1.08,16.9,-8.0,0.3,1.5,12.5,12.1,1.0
O=C1c2cccc3cccc(c23)C(=O)N1Nc1ccccc1,-9.2,1.16,2.8,-16.1,16.8,-0.2,12.3,-3.3,-8.1
Clc1cccc(-c2nc(-c3ccc(-c4nn[nH]n4)cc3)no2)c1,1.2,0.856,2.8,14.4,26.0,-3.9,32.6,-1.6,-1.6
Cc1cccc(N(Cc2cc3ccc(C)cc3[nH]c2=O)S(=O)(=O)c2ccccc2)c1,-3.4,0.906,11.3,9.4,25.3,-3.8,8.9,-10.2,-4.0
CCOCCN1CCN(c2c(C)c(C)nc3cc(-c4cc(OC)cc(OC)c4)nn23)CC1,-6.0,0.96,-92.5,4.0,-257.7,-4.2,15.7,16.2,-0.6
NC(=S)Nc1cccc(Cl)c1,2.3,1.07,13.0,-7.3,6.1,0.1,14.0,-0.8,-4.0
O=C(Nc1ccc2c(c1)OCO2)c1cc(Cl)ccn1,-4.2,0.917,-7.2,8.3,6.7,-1.2,27.4,7.4,14.9
CCCNC(=O)c1ccc(N2CCC3(CC2)CC(c2cccc(Br)c2)=NO3)c(NC(=O)c2cccc(C)c2)c1,-3.2,1.01,8.6,-1.5,2.0,-3.0,-0.6,9.2,-3.1
CC(=O)Nc1ccc(Cl)c(-c2nc3ncccc3o2)c1,-4.3,1.03,-9.7,-2.9,-14.7,-0.5,16.6,10.8,0.2
COc1ccc(/C=C/C(=O)c2ccc(O)cc2)cc1COc1ccc(F)cc1,-9.1,0.786,17.4,21.4,-17.9,-4.5,-10.7,10.9,-2.3
COc1ccc(CNC(=O)C2CCN(S(=O)(=O)c3ccc4c(c3)NC(=O)CO4)CC2)cc1,-7.5,1.08,-4.2,-7.8,-7.7,-0.4,3.2,6.8,0.9
O=C(Nc1nc2ccccc2s1)C1CCN(S(=O)(=O)c2cc([N+](=O)[O-])ccc2Cl)CC1,21.9,0.985,-1.2,1.5,9.0,-7.4,12.4,4.8,80.2*
COC(=O)/C(=C(/F)SCC(C)=O)C(F)(F)F,-8.3,0.8,20.3,20.0,17.7,-1.8,17.4,-13.1,0.9
O=C(CSc1nnc(NC(=O)c2ccccc2Cl)s1)NC1CC1,-4.7,1.04,-5.6,-3.7,15.1,-3.6,2.9,-0.1,-2.6
CCNc1ccc(N=Nc2c(C)n(C)n(-c3ccccc3)c2=O)cc1,-3.8,0.868,-1.1,13.2,-14.1,-2.5,12.7,4.1,-3.7
CC1(C)Cc2c(sc3nc4n(c(=N)c23)CCC4)CO1,2.2,1.07,8.5,-6.6,2.4,0.0,9.9,-4.2,3.2
Cc1c(C(=O)N2CCCCC2)c(S(=O)(=O)N2CCc3ccccc32)c(C)n1C,-2.6,0.908,3.0,9.2,11.5,-2.9,-2.0,-19.1,-1.6
CCCCCC(=O)N=Nc1c(O)[nH]c2ccc([N+](=O)[O-])cc12,-0.1,0.844,9.5,15.6,1.3,6.7,6.2,-11.6,3.0
COc1ccc(N2CCN(C(=O)c3cccc(S(=O)(=O)N4CCc5ccccc54)c3)CC2)cc1,-5.2,1.01,5.2,-1.0,5.3,-4.6,19.2,-7.6,0.9

# Record cards, as listed above:
# Shown for `O=C(CSc1nnc(NC(=O)c2ccccc2Cl)s1)NC1CC1` → A3G deaminase = -4.7; mIAP activ = 1.04; TIM10 inh = -5.6; mIAP inh = -3.7; tim10-1 inh = 15.1; MIN6 prolif = -3.6; NLRP3 yeast inh = 2.9; hIAP inh = -0.1; A3A deaminase = -2.6
# Shown for `CC(Oc1ccccc1)C(=O)NN1Cc2ccccc2C1=N` (stereo not drawn) → A3G deaminase = -3.8; mIAP activ = 0.962; TIM10 inh = -21.8; mIAP inh = 3.8; tim10-1 inh = -16.4; MIN6 prolif = -2.3; NLRP3 yeast inh = 10.4; hIAP inh = -9.2; A3A deaminase = -1.0
